Source: PubChem (several laboratories)
CHT block: inhibitors of human choline transporter CHT; B-score at 10 µM; High affinity choline transporter 1 (Homo sapiens), Q9GZV3; CHT-expressing cells, membrane potential dye, choline response; stronger effect = lower value; 310,000 compounds, 0.86% hits;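 active = B-score over 3 SD under the library average, and starting fluorescence ratio not unusually high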;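 also: choline stimulus applied at its EC90 after an EC20 pre-addition; B-score computed on integrated fluorescence ratio after choline addition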
Target sequence (Q9GZV3 whole entry, looked up): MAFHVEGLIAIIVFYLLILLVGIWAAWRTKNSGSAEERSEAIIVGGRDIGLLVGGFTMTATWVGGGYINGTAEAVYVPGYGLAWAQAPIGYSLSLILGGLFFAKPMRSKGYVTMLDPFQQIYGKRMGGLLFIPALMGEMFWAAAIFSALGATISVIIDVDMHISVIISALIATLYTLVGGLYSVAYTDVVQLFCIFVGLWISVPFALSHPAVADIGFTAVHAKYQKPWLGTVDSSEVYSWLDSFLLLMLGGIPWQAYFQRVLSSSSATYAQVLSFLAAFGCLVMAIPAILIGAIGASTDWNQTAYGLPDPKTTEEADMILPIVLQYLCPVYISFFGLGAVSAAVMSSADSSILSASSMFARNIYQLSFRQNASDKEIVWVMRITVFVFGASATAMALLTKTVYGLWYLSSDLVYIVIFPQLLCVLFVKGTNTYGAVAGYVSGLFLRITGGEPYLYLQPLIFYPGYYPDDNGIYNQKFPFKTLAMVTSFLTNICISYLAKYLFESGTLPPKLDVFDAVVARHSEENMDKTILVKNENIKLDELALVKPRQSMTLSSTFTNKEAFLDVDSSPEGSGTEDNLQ
STK33 kinase inh: inhibitors of purified STK33 kinase, primary screen, biochemical, ADP-Glo luminescence, homogeneous, cell-free. MBP phosphorylation. inhibition, % at 10 µM. 320,000 compounds, 0.073% hits;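 active = inhibition at or above 25%, using the most active replicate where run in duplicate; inactive = inhibition below 25%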
CHT PAM: CHT positive allosteric modulators, primary screen, cell-based, membrane potential dye, choline EC20; High affinity choline transporter 1 (Homo sapiens), Q9GZV3; CHT-expressing cells; stronger effect = higher value; LV-AA mutant CHT in HEK293 cells; B-score at 10 µM; 310,000 compounds, 0.49% hits;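 active = initial fluorescence not abnormally high and integrated response B-score, plate-corrected, over 3 SD above library mean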
An asterisk follows results filed as active; i = inactive; / = no result given. Outcome played no part in choosing rows. Share with any hit: about 1.5%.

The line under a structure holds: CHT block	STK33 kinase inh	CHT PAM
COc1cccc(N2CC(NS(=O)(=O)c3ccc(Cl)cc3)CC2=O)c1 (stereo not drawn)
  i	-1.1	i
Cc1ccc(/C=C/C(=O)O)cc1S(=O)(=O)NCC1CCCO1 (stereo not drawn)
  i	0.7	i
Cc1cccc(N2C(=O)/C(=C/c3cccnc3)SC2=S)c1
  i	-0.3	i
COc1ccc(/C(O)=C/C(=O)C(=O)NNC(=O)c2ccccc2)cc1
  i	1.2	i
CN(CCOC(=O)c1ccc2c(c1)OCO2)C(C)(C)C
  i	-0.7	i
COc1cc(OC)cc(-c2nnc(SCc3c(F)cccc3Cl)o2)c1
  i	-1.2	i
O=C(O)c1ccc(S(=O)(=O)c2ccc([N+](=O)[O-])cc2[N+](=O)[O-])cc1
  i	12	i
CCOC(=O)c1ccc(CNCc2ccccc2)cc1
  i	0.9	i
COc1cc(N=C2C(=O)N3c4c(cccc42)C(C)=CC3(C)C)cc(OC)c1
  i	-0.3	i
Cc1ccc(C(=O)Nc2nc3ccccc3c(=O)s2)cc1
  i	-1.8	i
COc1ccc(C2CC(C(F)(F)F)n3nc(C(=O)NCc4cn(C)nc4C)c(Cl)c3N2)cc1 (stereo not drawn)
  i	11	i
CC(C)C(=O)Nc1ccc(N2CCN(C(=O)c3cccs3)CC2)cc1
  i	0.4	i
Cc1ccc(C23CC4CC(CC(C(=O)NC(C)C(N)=O)(C4)C2)C3)cc1 (stereo not drawn)
  i	-0.8	i
O=C(CSc1nnc(-c2cccs2)n1-c1ccccc1)N1CCCC1
  i	-1.8	i
Cc1cc(Nc2cccc(Cl)c2)nc(-c2ccccc2O)n1
  i	-2.5	i
CCOC(=O)C1CCCN(C(=O)CSCc2ccccc2)C1 (stereo not drawn)
  i	-0.5	i
C=CCNC(=O)N1CCc2[nH]c3ccc(F)cc3c2C1
  i	-2.1	i
Cn1ccnc1SCC(=O)c1ccc2ccccc2c1
  i	/	i
COc1ccc(C(c2nnnn2Cc2ccccc2)N2CCN(c3nc4ccccc4s3)CC2)cc1 (stereo not drawn)
  i	-0.2	i
COc1ccccc1CNC(=O)COC(=O)CNS(=O)(=O)c1ccc(C)cc1
  i	-0.3	i
Cc1ccc(SCC(=O)OCC(=O)N(CC(C)C)C2CCS(=O)(=O)C2)cc1C (stereo not drawn)
  i	-2.4	i
CC1=C(C(=O)OCCOc2ccccc2)C(c2ccsc2)NC(=O)N1C (stereo not drawn)
  -6.5*	-1.3	i
Cc1ncc([N+](=O)[O-])n1CC(=O)Nc1ccc2c(c1)OCO2
  i	-1.1	i
CN1CCN(Cc2nnc(-c3ccccc3)o2)CC1
  i	-2.2	i
CC(=O)C1(C)N(O)C(C)(C)C(c2cccs2)=[N+]1[O-] (stereo not drawn)
  i	-0.3	i
OC(COCc1ccc2c(c1)OCO2)CN1CCN(Cc2ccccc2)CC1 (stereo not drawn)
  i	-2.0	i
CCOc1cc(C(c2c(C)[nH][nH]c2=O)c2c(C)[nH][nH]c2=O)ccc1OS(=O)(=O)c1ccc(C)cc1
  i	-0.3	i
COc1ccc(/C=N/NC(=O)CCN2CCN(c3ccccc3)CC2)c(OC)c1OC
  i	5.0	i
COc1ccc2c(c1)/C(=N/OC(=O)c1cccs1)CCC2
  i	0.9	i
CC(=O)OC(COc1ccccc1)Cn1cnc2ccccc21 (stereo not drawn)
  i	-0.5	i
Fc1ccc(OCCCCN2CCOCC2)cc1
  i	/	i
Cc1ccc(NS(=O)(=O)c2cc(C(=O)N3CCc4ccccc4C3)ccc2Cl)cc1
  i	-0.5	i
Cc1ccccc1N=Cc1cccc(O)c1O
  i	-0.2	i
Cc1cccn2c(=O)c(C=NCCO)c(Nc3ccc(Cl)cc3)nc12
  i	-2.7	i
CCCCOC(=O)c1ccc(NC(=O)c2cc(Cl)c(Cl)cc2C(=O)O)cc1
  -5.3*	0.1	i
O=C(Nc1ccccc1C(=O)NCc1ccco1)c1ccccc1
  i	0.6	i
C=CCc1cccc2cc(C(=O)OCC)c(=O)oc12
  i	-0.2	i
O=C(Nc1ccccc1F)C1CCN(C(=O)NCc2ccccc2)CC1
  i	-0.2	i
CC(=O)NC(CC(=O)OCC(=O)N1CCc2ccccc21)c1ccccc1 (stereo not drawn)
  i	-0.9	i
COc1ccc(Cl)cc1N1C(=NC(=O)C2CCCO2)SC2CS(=O)(=O)CC21 (stereo not drawn)
  i	-1.5	i
CC1(c2nnc(-c3ccc(Cl)cc3)o2)CC(c2cccc(Cl)c2)=NO1 (stereo not drawn)
  i	-2.1	i
CCc1ccc(NC(=O)COC(=O)CCc2nc3cc(S(=O)(=O)N(CC)CC)ccc3n2C)cc1
  i	3.4	i
COc1ccc(N2CCN(C(=O)c3cc(N4C(=O)C5C6CCC(C6)C5C4=O)ccc3Cl)CC2)cc1 (stereo not drawn)
  i	0.4	i
O=c1cc(CO)occ1OCc1c(F)cccc1Cl
  i	-0.3	i
COc1ccc(C(=O)Nc2ccc3ncccc3c2)cc1
  i	0.0	i
CC1=C/C(=N\S(=O)(=O)c2ccccc2)C(C(C)C)=CC1=O
  i	-1.3	i
CC(=O)NC(Cc1ccccc1)C(=O)N1CCN(C(=O)c2cccs2)CC1 (stereo not drawn)
  i	-0.4	i
O=C(NCc1nc2ccccc2[nH]1)c1cccc(S(=O)(=O)N2CCCC2)c1
  i	-1.3	i
CCn1ncc([N+](=O)[O-])c1C(=O)Nc1nc2cccc(C)c2s1
  i	-0.5	i
O=C(Nc1ccc2nc(-c3ccc4nc[nH]c4c3)[nH]c2c1)c1cccs1
  i	2.4	i
CCOc1ccc2[nH]c(=O)c(CN(CC3COCCO3)C(=O)C3CC3)cc2c1 (stereo not drawn)
  i	-0.8	i
CCC1(CC)Cc2ccccc2C(Nc2c(C)n(C)n(-c3ccccc3)c2=O)=N1
  i	-1.1	i
CC(C)(C)c1ccc(O)c(/C=N\O)c1
  i	-1.4	i
CCOc1cccc(N2C(=O)CC(N3CCN(c4ccc(S(=O)(=O)CC)cc4)CC3)C2=O)c1 (stereo not drawn)
  i	-0.8	i
CCn1c2ccccc2c2cc(/C(C)=N/O)ccc21
  i	2.6	i
c1ccc(CCN2CN(CCCN3CCOCC3)c3nc4ccccc4n3C2)cc1
  i	-0.6	i
CC(CCc1ccccc1)NC(=O)CCC1CCCC1 (stereo not drawn)
  i	-1.6	i
O=C(N/N=C/c1ccc(OCc2ccccc2)cc1)c1cc[n+](Cc2ccccc2)cc1
  i	1.7	i
Nc1nc(-c2ccc(Cl)cc2)cn1N
  i	-0.9	i
O=C(Cc1ccc(Cl)cc1)NC1CCCCCC1
  i	-2.0	i

Single records (already shown). Values in the order: CHT block, STK33 kinase inh, CHT PAM
Entry for COc1ccc(Cl)cc1N1C(=NC(=O)C2CCCO2)SC2CS(=O)(=O)CC21 (stereo not drawn) = i, -1.5, i
Entry for O=C(Nc1ccccc1F)C1CCN(C(=O)NCc2ccccc2)CC1 = i, -0.2, i
Entry for Cc1ccc(NS(=O)(=O)c2cc(C(=O)N3CCc4ccccc4C3)ccc2Cl)cc1 = i, -0.5, i
Entry for COc1ccc(N2CCN(C(=O)c3cc(N4C(=O)C5C6CCC(C6)C5C4=O)ccc3Cl)CC2)cc1 (stereo not drawn) = i, 0.4, i
Entry for O=C(Nc1ccc2nc(-c3ccc4nc[nH]c4c3)[nH]c2c1)c1cccs1 = i, 2.4, i

The list continues.
The line under a structure holds: CHT block	STK33 kinase inh	CHT PAM
Cc1cc(-c2ccc(C)c(S(=O)(=O)NCCC(C)N3CCCCCC3)c2)on1 (stereo not drawn)
  i	-3.4	i
Cc1[nH]nc(SCC(=O)NCc2ccc(F)cc2)c1[N+](=O)[O-]
  i	0.2	i
COc1cc(Cl)c([C@@H]2C[C@H]3CN(c4ccccc4)C(=O)[C@]34CCCN24)cc1OC
  i	-0.7	i
O=C(O)CCC(=O)Nc1ccccc1C(=O)NCc1ccccc1
  i	-0.4	i
COc1cc(C2NC(=O)c3ccccc3O2)cc(OC)c1OC (stereo not drawn)
  i	-2.8	i
CC(=O)c1ccc(N2CCN(c3ccc(C(N)=O)cc3[N+](=O)[O-])CC2)cc1
  i	0.1	i
CC(C)NC(=O)c1ccccc1S(=O)(=O)c1ccccc1C#N
  i	-1.8	i
Cc1ccc(NC(=O)Cn2cc3c(n2)CCC(C)C3)cc1 (stereo not drawn)
  i	0.6	i
CC(C)(C)C(=O)C(CO)(Oc1ccc(Cl)cc1)n1cncn1 (stereo not drawn)
  i	-0.9	i
CCOC(=O)N1CCC(N2Cc3cccc(C(=O)NCc4ccc5c(c4)OCO5)c3C2=O)CC1
  i	-0.6	i
Cc1ccc2nc(NCc3ccccc3)c(C=O)c(=O)n2c1
  i	-0.3	i
CCNC(=O)/C(C#N)=C/c1c(N2CCCCCC2)nc2ccccn2c1=O
  i	0.6	i
Cc1ccc(C(=O)N/C(=C\c2cccs2)c2nc3ccccc3[nH]2)cc1
  -5*	-1.9	i
COc1ccc2c(c1)CCc1c-2n[nH]c1C(=O)O
  i	2.9	i
Cc1snc(S(=O)(=O)Cc2ccccc2Cl)c1C#N
  i	-0.8	i
CN1CCCN(Cc2ccccc2C(F)(F)F)CC1
  i	0.8	i
C/C(=N/NC(=O)CNC(=O)c1cccnc1)c1ccc(Cl)c(Cl)c1
  i	0.6	i
CSc1nsc(SC)c1NC(=O)Nc1ccccc1C
  i	-1.8	i
O=C(NCC1COc2ccccc2O1)Nc1ccccc1F (stereo not drawn)
  i	0.1	i
CN(C(=O)c1ccccc1NC(=O)C(F)(F)F)c1ccccc1
  i	-0.9	i
Cn1cccc1Cc1nnc(SCC(=O)N2CCOCC2)n1-c1ccc(F)cc1
  i	-0.3	i
CCOC(=O)c1sc2nc(-c3cccnc3)ccc2c1N
  i	-2.6	i
Cc1nc(-c2ccccc2)sc1C(N)=O
  i	-4.0	i
COc1ccc(CNC(=O)C2CC(c3cc(C(F)(F)F)cc(C(F)(F)F)c3)=NO2)cc1 (stereo not drawn)
  i	-2.2	i
O=C(NC(=S)N1CCc2ccccc21)c1ccco1
  i	0.3	i
Cc1ccc(C)c(NS(=O)(=O)c2c(C)[nH]c(C)c2C(=O)N2CCCCC2)c1
  i	7.1	i
O=C(NNc1c2ccccc2nc2ccccc12)c1ccccc1O
  i	1.6	i
COc1ccc(OCc2nnc(SCC(=O)N3CCCC3)o2)cc1
  i	0.2	i
CCCN1CCN(C(=O)CCS(=O)(=O)c2cc3c(cc2Cl)NC(=O)CO3)CC1
  i	1.0	i
COC(=O)CN(c1ccc(OC)c(OC)c1)S(C)(=O)=O
  i	0.0	i

(continued)
compound | CHT block | STK33 kinase inh | CHT PAM
Cc1cc(C)n(/C(=C\N(C)C)C(=O)c2cccc([N+](=O)[O-])c2)n1 | i | 0.0 | i
CCCOc1ccc(N2C(=O)CC(N3CCN(CCN=CC4=C(O)CC(C)(C)CC4=O)CC3)C2=O)cc1 (stereo not drawn) | i | -1.4 | i
COc1ccc(S(=O)(=O)N2CCSCC2)cc1C(N)=O | i | -0.6 | i
COc1ccc(S(=O)(=O)N2CCN(Cc3ccc4c(c3)OCO4)CC2)cc1 | i | -1.9 | i
Cc1ccc(S(=O)(=O)N2CCCC2=O)c(C)c1N(C)S(C)(=O)=O | i | -2.4 | i
Cc1ccc(NC(=O)CSCC(=O)N=c2sccn2C)cc1 | i | 0.7 | i
Cc1ccc(C(C)(C)C)c(SCC(=O)Nc2nnc(C)s2)c1 | i | -0.9 | i
CCOc1cccc(NC(=O)CSc2sc3c(O)cc(=O)[nH]c3c2C#N)c1 | i | 0.1 | i
COC(=O)c1ccc(Cl)c(-c2ccc(/C=N/NC(=O)Nc3ccccc3)o2)c1 | i | -0.6 | i
N/C(=N\OC(=O)Cc1cccs1)c1cccc([N+](=O)[O-])c1 | i | / | i
CC(=O)Nc1ccc(-c2cc(-c3ccc(NC(C)=O)cc3)nc(-c3ccc(NC(C)=O)cc3)n2)cc1 | i | -1.6 | i
CN1CCN(S(=O)(=O)c2cc([N+](=O)[O-])ccc2N2CCCCCC2)CC1 | i | 0.4 | i
NS(=O)(=O)c1ccc(NC(=O)CSc2nc3ccccc3nc2N2CCOCC2)cc1 | i | 0.3 | i
COC(=O)c1[nH]c2cccc(OC)c2c1NC(=O)CN1CC(C)OC(C)C1 (stereo not drawn) | i | -2.2 | i
COc1cc(/C=C/c2ccc3cccc(O)c3n2)ccc1O | i | 1.4 | i
Cc1ccc(C)c(N2CCN(C3CCCCC3NS(=O)(=O)c3ccccc3)CC2)c1 (stereo not drawn) | i | 0.3 | 6.3*
Fc1ccccc1Nc1nc(Cl)nc(Cl)n1 | i | -1.3 | i
CCS(=O)(=O)c1ccc2c(c1)N(S(C)(=O)=O)CC(C(=O)NC1CC1)O2 (stereo not drawn) | i | -0.1 | i
S=C1N(c2ccccc2)CN(CCN2CCOCC2)CN1c1ccccc1 | i | -0.2 | i
CN1C(=O)/C(=C/c2cc3c(cc2Br)OCO3)NC1=S | i | -1.1 | i
CC(=O)c1c(C)[nH]c(C(=O)Nc2cccc3ccccc23)c1C | i | 8.2 | i
CCC(NC(=O)CCc1c(C)c2cc3c(-c4ccccc4)coc3cc2oc1=O)C(=O)O (stereo not drawn) | i | 0.0 | i
